# Eya2 inh: inhibitors of human Eya2 phosphatase activity | AID 488837 | recombinant Eya2, OMFP fluorescence dephosphorylation (OMFP is methylfluorescein phosphate) | O00167 | Potency, µM (top dose mostly 76.9 µM), for the others: top-dose activity, negative = inhibition, most hits filed as inhibitors | hit rate 0.006% among 330,000; further: potency means the concentration at half of the fitted maximal effect; on the % scale 0 is the no-effect control and ±100 the full control effect
#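 Eya2 (0.2 uM) preincubated 10 min at ambient with compound, then OMFP substrate added at 50 uM; 10 min reaction in 50 mM HEPES pH 7.5, 50 mM NaCl, 5 uM MgCl2, 0.05% BSA, 1 mM DTT. Fluorescence read at Ex 485/Em 525 nm.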
# TSHR antag: blocks TSH signaling through the human TSH receptor. hit rate 0.2% among 330,000. activity change, negative = inhibition, % at 11.5 µM. TSHR-expressing cells, TSH-stimulated cAMP HTRF, 2 h; hits give low values;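 active means activity change below a set negative limit, meaning inhibition stronger than a set level, cut at about -70% in these data; inconclusive means activity change between two set negative limits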; further: on the % scale 0 is the no-effect control and ±100 the full control effect
#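 Read-out is FRET at 665 nm (cryptate excitation 337 nm) from a cryptate-tagged anti-cAMP antibody, competed by cell cAMP against cAMP-d2. Compounds are tested on freshly harvested TSHR cells challenged with 4nM TSH (EC80) for 2 hours at 37 deg C.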
# uPA generation: inhibitors of cell surface uPA generation; cell surface uPA generation assay, qHTS; AID 540303; Potency, µM (top dose mostly 38.3 µM), for the others: top-dose activity change, negative = inhibition, actives largely listed as inhibitors; hit rate 0.31% among 330,000; active means well fitted inhibition curve with a large enough effect; inconclusive means small, poorly fitted or top-dose-only effect; inactive means no such curve, though single readings can be large or run the other way; tested in mouse RAW 264.7 cells; further: potency means the concentration at half of the fitted maximal effect; on the % scale 0 is the no-effect control and ±100 the full control effect; nearly all actives have a fitted effect of over 55% in size
# ELG1 DNA repair: inhibitors of ELG1-dependent DNA repair in HEK293T cells; HEK293T ELG1-luciferase reporter, luminescence, 16 h; DNA damage induced by 5-fluorouridine; Potency, µM (series often up to 46.1 µM), without a hit: at the top dose activity change, negative = inhibition, usual class: inhibitors; hit rate 2.3% among 330,000; further: potency means the concentration at half of the fitted maximal effect; on the % scale 0 is the no-effect control and ±100 the full control effect; nearly all actives have a fitted effect of over 55% in size
#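 Luminescence from the luciferase reporter, measured 30 min after ONE-Glo reagent at room temperature, was the read-out. Beforehand, 2,000 cells per well were exposed for 16 hr at 37 °C to 5-fluorouridine together with compound or vehicle.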
# Tb PFK inh: inhibitors of T. brucei phosphofructokinase. O15648. T. brucei PFK, ADP-Glo luminescence. Potency, µM (highest dose often 57.5 µM), for inactives: at the top dose activity, negative = inhibition, usual class: inhibitors. hit rate 0.17% among 330,000;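 further: potency means the concentration at half of the fitted maximal effect; 0% = uninhibited 1x PFK enzyme wells and -100% = no-enzyme wells; nearly all actives have a fitted effect of over 60% in size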
#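 PFK 1.25 nM, F6P 0.5 mM, ATP 0.1 mM, 0.1 M TEA pH 8.0, 5 mM MgCl2, 0.01% Tween20, 0.1% BSA; 45 min RT. ADP-Glo readout. qHTS titration up to 57 uM; curves fitted, compounds curve-classed.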
# TCR act: activators of T cell receptors. primary human leukocytes, anti-CD3, IL-2 HTRF, 48 h. Potency, µM (titrated, usually from 9.22 µM), for inactives: at the highest dose activation of IL-2 secretion, hits mostly activators. 330,000 tested, under 10 active. AID 504894; further: % of control where 0% means no effect
#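 Primary human leukocytes receive a-CD3 beads and test compound and are incubated 48 hr. Secreted IL-2 is then assayed by HTRF, measuring 665nm acceptor emission after 320nm excitation of the europium donor.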
# Mito fusion yeast: mitochondrial division inhibition or fusion activation. S. cerevisiae fusion-defective mutant growth rescue, CellTiterGlo 48 h. hit rate 0.23% among 320,000. Potency, µM (titrated, usually from 46.1 µM), inactives show at the top dose growth rescue (activation), actives largely listed as activators;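 further: potency means the concentration at half of the fitted maximal effect; % of control where 0% means no effect; nearly all actives have a fitted effect of over 45% in size; temperature-sensitive fusion mutants such as fzo1-1 at 37 °C on non-fermentable ethanol glycerol medium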
#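 Compounds are tested for their ability to restore growth of mitochondrial fusion-defective yeast strains at non-permissive 37C in YPEG medium over 48 hours. Viability is quantified by luciferase luminescence.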
# Chronic BCR inh: blocks chronic active B-cell receptor signaling. hit rate 0.05% among 340,000. Potency, µM (doses to about 46.1 µM), without a hit: at the highest dose ratio change, negative = lower green/red ratio, hits mostly inhibitors. ABC-DLBCL IkBa-CBG/CBR reporter, luminescence ratio, 4 h. AID 493014; active means well fitted inhibition curve with a large enough effect in the signal ratio, with a control signal flat, not every such curve was filed as active; inconclusive means small, poorly fitted or top-dose-only effect, or effect the other way, or a change in a side signal; the % refers to the signal ratio;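 further: potency means the concentration at half of the fitted maximal effect; plate controls were basal doxycycline-induced cells for no effect and cells given 10 µM MG132 for full effect; MG132 reads +100%, hits lower the ratio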
#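 Cell line TMD8 (human ABC DLBCL), stably expressing tet-inducible CBG68-IkBa fusion and CBR; IMDM/0.5% FBS; cpd up to 46 uM; dox induction, 4 h, 37C/5% CO2; dual luminescence; green/red ratio; MG132 control.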
# PTAP TSG101 blk: blocks PTAP/TSG101 interaction to inhibit HIV-1 budding | Fluorescence polarization, FITC-PTAP peptide / Tsg101 binding | AID 493005 | 340,000 tested, under 10 active | Potency, µM (doses to about 115 µM), without a hit: top-dose activity change, negative = inhibition, actives largely listed as inhibitors; active means well fitted inhibition curve with a large enough effect in the main read-out, with a control signal flat, not every such curve was filed as active; inconclusive means small, poorly fitted or top-dose-only effect, or effect the other way, or a change in a side signal; inactive means no such curve, though single readings can be large or run the other way; further: potency means the concentration at half of the fitted maximal effect; % of control where 0% means no effect
#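 Fluorescence anisotropy tracks displacement of a FITC-tagged PTAP peptide (50 nM) from the Tsg101 binding domain (10 uM), following a 20 min room-temperature incubation at pH 7.5.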
# USP2a inh: USP2a (human) protease inhibition; USP2 core, Ub-CHOP2 coupled fluorogenic reporter, 485/531; Potency, µM (top dose mostly 38.3 µM), without a hit: at the top dose activity change, negative = inhibition, hits mostly inhibitors; hit rate 0.01% among 330,000;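 further: potency means the concentration at half of the fitted maximal effect; plate controls were DMSO wells for no effect and full inhibition by NEM control for full effect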
# Target sequence (O75604 whole entry, looked up): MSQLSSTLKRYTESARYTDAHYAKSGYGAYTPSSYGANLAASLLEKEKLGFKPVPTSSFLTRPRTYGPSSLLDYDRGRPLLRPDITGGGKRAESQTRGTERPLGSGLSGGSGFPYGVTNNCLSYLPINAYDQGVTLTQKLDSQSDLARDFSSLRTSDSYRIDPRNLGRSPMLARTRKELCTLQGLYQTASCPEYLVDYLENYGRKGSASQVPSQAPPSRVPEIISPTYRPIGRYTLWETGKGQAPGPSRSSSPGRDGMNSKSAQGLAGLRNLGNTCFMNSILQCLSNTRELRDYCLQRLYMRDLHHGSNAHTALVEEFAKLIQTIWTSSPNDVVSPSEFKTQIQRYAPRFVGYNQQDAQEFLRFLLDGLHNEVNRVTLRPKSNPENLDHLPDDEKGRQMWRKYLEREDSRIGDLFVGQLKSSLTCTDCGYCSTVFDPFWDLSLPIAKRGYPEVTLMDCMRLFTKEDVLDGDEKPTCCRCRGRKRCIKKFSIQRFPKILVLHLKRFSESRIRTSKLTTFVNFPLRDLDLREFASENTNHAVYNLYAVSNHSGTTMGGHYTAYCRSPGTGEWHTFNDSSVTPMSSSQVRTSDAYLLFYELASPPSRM
#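 Deubiquitinase activity read as fluorescence (485/531 nm) after Ub-CHOP2 cleavage activates the enterokinase reporter on its substrate; USP2 core 10nM, Ub-CHOP2 and substrate 25nM each, 30min compound preincubation then 60min RT; data normalized to NEM, curves fitted.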
# B2AR arrestin: recruits beta-arrestin to the human beta2-adrenergic receptor; P07550; beta-arrestin recruitment to beta2AR, cell-based reporter; Potency, µM (series often up to 46.1 µM), for inactives: at the top dose activation, usual class: activators; hit rate 0.02% among 330,000; AID 492947;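 further: potency means the concentration at half of the fitted maximal effect; 0% = DMSO controls and full agonism = EC100 isoproterenol or metaproterenol; nearly all actives have a fitted effect of over 65% in size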
# Target sequence (P07550 whole entry, looked up): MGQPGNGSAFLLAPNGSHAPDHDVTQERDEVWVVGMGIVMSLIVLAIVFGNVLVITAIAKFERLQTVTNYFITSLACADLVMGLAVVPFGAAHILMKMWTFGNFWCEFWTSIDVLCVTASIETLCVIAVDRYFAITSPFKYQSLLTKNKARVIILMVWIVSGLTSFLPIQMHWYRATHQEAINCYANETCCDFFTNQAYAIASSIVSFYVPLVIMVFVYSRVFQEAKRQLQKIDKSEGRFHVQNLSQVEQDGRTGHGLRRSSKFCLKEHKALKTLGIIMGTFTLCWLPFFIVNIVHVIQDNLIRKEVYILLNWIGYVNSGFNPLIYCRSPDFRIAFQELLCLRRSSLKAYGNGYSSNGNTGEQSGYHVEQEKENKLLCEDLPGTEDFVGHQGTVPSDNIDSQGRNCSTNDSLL
# * hit, by the source's call; ? = inconclusive; . = not tested or not shown; [ ] = another dose, or the depositor's remark. Unless noted, the call rests on the fitted dose curve; in most records, active means well fitted curve in the direction sought with a large enough effect; inconclusive means small, poorly fitted or top-dose-only effect, or another doubt; inactive means no such curve, though single readings can be large; an effect the other way counts as inactive or inconclusive.
# Values in the order: Eya2 inh	TSHR antag	uPA generation	ELG1 DNA repair	Tb PFK inh	TCR act	Mito fusion yeast	Chronic BCR inh	PTAP TSG101 blk	USP2a inh	B2AR arrestin
COc1ccc2cc3cc(C(=O)N(C)C4CCCCC4)oc3nc2c1
    2%	-6	?	?	0%	-3%	-10%	?	-4%	1%	0.3%
COc1ccc(N2CCN(C(=O)NCc3ccc(OC)c(OC)c3)CC2)cc1
    ?	19	5%	-3%	-5%	-7%	-4%	-3%	1%	0%	-0.3%
O=S(=O)(c1ccc(Cl)cc1)N1CCN(Cc2ccc(O)c3ncccc23)CC1
    -5%	-5	-1%	?	3%	4%	-2%	-5%	0%	-17%	0.4%
Cc1ccc(C(=O)Nc2ccc(N3CCCC3)cc2)cc1
    5%	4	-3%	?	3%	-1%	-2%	?	-3%	5%	0.0%
COc1cc(OC)cc(-c2nc(-c3ccccc3OC)no2)c1
    -2%	27	4%	8%	2%	1%[46.1 µM]	9%	?	-2%	0%	0.1%
COc1ccc(C(=O)NC2CCN(S(=O)(=O)c3ccccc3F)CC2)cc1
    -18%	7	-11%	-14%	1%	1%	4%	0%	-4%	0%	-0.1%
CC(=O)c1ccc(NC(=O)CSc2nccn2C)cc1
    -7%	-5	-1%	?	1%	3%	-4%	?	-3%	-3%	-0.5%
CCC(NC(=O)Cn1cnc2c(=O)n(C)c(=O)n(C)c21)c1ccccc1 (stereo unspecified)
    -3%	5	1%	-6%	-1%	7%[46.1 µM]	-1%	0%	-9%	2%	-0.1%
COc1ccc(/C=N/Nc2ccc(C(F)(F)F)cc2[N+](=O)[O-])cc1O
    1%	1	-9%	-2%	2%	-1%[46.1 µM]	-3%	9%	0%	-2%	-0.2%
O=C(NCC1CCCO1)c1ccccc1-c1nc(-c2ccc(F)cc2)no1 (stereo unspecified)
    1%	0	-6%	?	-2%	-5%	3%	2%	1%	2%	0.0%
CC(C)c1ccc(/C=C2\SC(=O)N(CC(=O)NC3CCS(=O)(=O)C3)C2=O)cc1 (stereo unspecified)
    0%	-9	?	?	-11%	-2%	-3%	?	1%	3%	-0.9%
COc1ccc(-n2cc(CN3CCCC3)c(-c3cccc(F)c3)n2)cc1
    -11%	1	-12%	7%	-1%	2%	14%	-8%	0%	-1%	-0.4%
NC(=O)c1ccc(N2CCCCC2)c(N2C(=O)C3CC=CCC3C2=O)c1 (stereo unspecified)
    7%	14	1%	-8%	3%	-3%	-1%	0%	0%	-2%	0.1%
N=c1c2c(ncn1Cc1ccco1)Oc1ccc3ccccc3c1C2c1ccccc1 (stereo unspecified)
    -7%	-18	-11%	15µM*	1%	-2%[46.1 µM]	-14%	?	-1%	-8%	0.3%
Cc1cccc(-n2nc3c(c2NC(=O)c2ccco2)CS(=O)(=O)C3)c1C
    1%	13	-1%	10%	0%	-3%	-9%	-21%	-2%	1%	0.4%
Cc1cc(C)n2nc(C(=O)OCC(=O)N(CC(C)C)C3CCS(=O)(=O)C3)nc2n1 (stereo unspecified)
    3%	1	1%	?	-1%	-4%	.	2%	-7%	1%	-0.7%
COc1ccc(C(=O)c2sc(Nc3ccccc3)c(C(=O)Nc3ccc(OC)c(OC)c3)c2N)cc1
    -2%	-16	13%	?	3%	-2%	8%	0%	-5%	1%	0.5%
CCOC(=O)c1c(C)[nH]c(C)c1C(=O)COC(=O)[C@@H](NC(=O)c1ccccc1OCC)C(C)C
    -16%	-5	.	0%	0%	-6%	3%	-19%	-11%	-2%	-0.3%
Nc1nc(NC(=O)c2cccs2)nn1-c1ccccc1
    -2%	-12	1%	?	0%	5%	0%	?	-3%	0%	0.0%
CN1CCN(C(=O)CCCN2C(=O)/C(=C/c3cccc(Br)c3)SC2=S)CC1
    9%	16	-11%	-6%	1%	-6%	20%	?	-4%	3%	0.4%
COc1cc(CC(=O)OCC(=O)Nc2ccc(Cl)c(S(=O)(=O)N(C)C)c2)cc(OC)c1OC
    -26%	4	-4%	?	1%	-2%	1%	-13%	-4%	0%	-0.2%
Cc1ccc(C)c(NC(=O)CCN2CC(C)OC(C)C2)c1 (stereo unspecified)
    18%	-12	4%	-2%	0%	6%	0%	3%	-2%	0%	-0.1%
O=[N+]([O-])c1ccc(N2CCN(S(=O)(=O)c3ccccc3[N+](=O)[O-])CC2)cc1N1CCc2ccccc2C1
    -6%	-6	2%	0%	-2%	2%[46.1 µM]	-18%	1%	-3%	3%	-0.1%
CCN1CCCC1CNC(=O)CSc1cc(=O)n(CC)c2ccccc12 (stereo unspecified)
    -10%	-4	.	?	-3%	5%	0%	-6%	-2%	2%	-0.3%
CC(C)NC(=O)/C(=N\O)c1ccccc1
    19%	3	-4%	-5%	5%	-2%	2%	-1%	0%	-1%	0.1%
Nc1ccc(N2CCOCC2)c(S(=O)(=O)Nc2ccccc2Cl)c1
    -21%	17	5%	21%	-6%	-9%	.	0%	-4%	0%	-0.2%
Cc1cc(C)nc(Nc2ncc(O)n2-c2ccc(C)c(Cl)c2)n1
    11%	-1	2%	?	1%	-14%	-4%	4%	-3%	0%	0.0%
O=C(COC(=O)c1ccc(O)cc1)Nc1cc(S(=O)(=O)N2CCOCC2)ccc1Cl
    -7%	-36	-2%	?	5%	-1%	3%	-1%	-6%	1%	-0.2%
Cc1cc(NCCCN(C)C)n2nc(-c3cccs3)cc2n1
    -22%	17	-4%	?	6%	-5%[46.1 µM]	-2%	?	-4%	-8%	3.4%
CCN(CC)C(=O)[C@H]1CC(CC(=O)NCCCn2ccnc2)C(=O)N2CCc3c([nH]c4ccc(OC)cc34)[C@]12C (stereo partly specified)
    8%	-2	-6%	22%	-4%	2%[46.1 µM]	.	2%	1%	5%	-0.2%
CCn1cc(C(=O)OCC(=O)c2cc(C)n(-c3ccccc3)c2C)c(=O)c2ccc(C)nc21
    -14%	13	-3%	-21%	-7%	-4%[46.1 µM]	13%	?	1%	0%	-0.7%
COc1ccc(N(CC(=O)NCc2ccccc2)S(=O)(=O)c2c(C)nn(C)c2C)cc1
    6%	4	-22%	6%	-6%	1%	-4%	-1%	-4%	1%	-0.5%
O=C(O)c1cccc(Cn2c(Cl)c(/C=N/Nc3ccccc3)sc2=O)c1
    11%	1	0%	7%	-6%	-3%	-8%	?	1%	-9%	-0.4%
CC1CCCN(C(=O)CSc2nnc(-c3ccc(O)cc3)o2)C1 (stereo unspecified)
    2%	16	3%	9%	1%	-2%	15%	-2%	-1%	0%	0.0%
CCn1c(Cc2cccs2)nnc1SCC(=O)NC1CC1
    3%	-12	2%	7%	1%	0%	-2%	-1%	-10%	2%	0.3%
Cc1cc(=O)oc2c(C)c(OCC(=O)NCc3ccccn3)ccc12
    14%	-2	15%	18%	-3%	-4%	0%	-1%	1%	-2%	-0.7%
Cc1ccnc2nc(C(=O)Nc3nnc(-c4ccccc4)o3)nn12
    0%	-2	0%	?	-7%	2%	-3%	?	-1%	0%	0.3%
CC(NC(=O)[C@H](C)NC(=O)N1CCn2c1nc1ccccc12)c1ccccc1 (stereo partly specified)
    -7%	17	-8%	0%	9%	8%	0%	-6%	-2%	0%	-0.7%
COc1ccc(OCC(=O)Nc2ccc(S(=O)(=O)N3CCCCCC3)cc2)cc1
    -5%	-7	2%	-13%	-4%	1%	-2%	-12%	0%	-6%	-1.9%
COc1cccc(/C=N/NC(N)=S)c1OCc1ccccc1Cl
    -20%	-6	2%	-21%	-5%	-6%[46.1 µM]	25%	-19%	-2%	2%	-0.2%
CCCN(CCC)S(=O)(=O)c1ccc(C(=O)NCc2ccc3c(c2)OCO3)cc1
    -3%	-5	17%	4%	-3%	0%	-1%	-3%	0%	-3%	0.1%
CCn1c(SCC(=O)c2cc(C)n(C)c2C)nnc1-c1ccccc1
    3%	-10	-12%	-4%	3%	1%	2%	11%	-3%	-2%	-0.3%
COc1ccc(CNC(=O)COc2ccc(S(=O)(=O)N3CCOCC3)cc2)cc1
    0%	12	8%	-16%	0%	-2%	6%	2%	0%	0%	-0.3%
COc1ccc(CCC(=O)NNC(=O)c2ccccn2)cc1OC
    7%	1	?	3%	5%	-3%	-8%	0%	-2%	-1%	-0.1%

# Bioassay records from PubChem.
